CHO parental Ca = counter-screen: ATP calcium response change in parental CHO cells; parental CHO-K1, ATP-induced calcium, Fluo-8 fluorescence; inhibition, % at 5.6 µM; actives 0.63% (n = 330,000); AID 463079;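 active = inhibition above that plate's mean sample inhibition plus 3 SD, cut at about 26% in these data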;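 also: 0% = ATP-challenged DMSO wells and 100% = DMSO wells without ATP; some compounds past the cut are filed as inactive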
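Assay system: parental CHO cells; Read-out basis: percent inhibition of ATP-evoked calcium rise, normalized to controls; Benchmarks: ATP and no-ATP DMSO wells; Compound dosing: single nominal dose of 5.6 µM per compound; Signal: Fluo-8 calcium dye fluorescence; Also added: ATP as calcium-mobilizing challenge; Repeats: singlicate.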
CHRM1 PAM = potentiates human M1 receptor response to acetylcholine. P11229. CHO-K1 hM1, Fluo-8 calcium fluorescence, ACh EC20; 0% = ACh EC20, 100% = maximal ACh. activation, % at 3 µM. actives 0.088% (n = 360,000). AID 588819; in the data active = activation above about 19%, passing the limit was not always enough
Target sequence (P11229 whole entry, looked up): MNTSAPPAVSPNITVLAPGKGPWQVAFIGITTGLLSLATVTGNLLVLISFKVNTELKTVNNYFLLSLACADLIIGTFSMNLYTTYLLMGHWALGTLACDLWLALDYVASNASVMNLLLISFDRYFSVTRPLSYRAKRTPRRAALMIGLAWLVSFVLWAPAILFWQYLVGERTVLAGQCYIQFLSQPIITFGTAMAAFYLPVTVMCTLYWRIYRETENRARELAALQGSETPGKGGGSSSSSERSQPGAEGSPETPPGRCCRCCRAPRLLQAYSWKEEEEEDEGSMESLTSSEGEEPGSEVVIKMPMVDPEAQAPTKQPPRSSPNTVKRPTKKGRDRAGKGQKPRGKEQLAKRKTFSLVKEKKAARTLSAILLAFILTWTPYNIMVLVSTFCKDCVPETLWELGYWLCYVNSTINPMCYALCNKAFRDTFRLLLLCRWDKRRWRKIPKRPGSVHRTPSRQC
CHO-K1 Ca ag = M1 agonist counterscreen hit in parental CHO-K1 cells; actives 0.48% (n = 360,000); activation, % at 3 µM; AID 602248; Fluo-8 calcium fluorescence; scaled to maximal ATP response, vehicle zero; in the data active = activation above about 15%;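 also: untransfected CHO-K1 host cells lacking M1 receptor as counterscreen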
M4 antag = antagonists of human muscarinic M4 receptor (CHRM4) | P08173 | CHO-hM4 cells, ACh EC80, Fluo-8 calcium fluorescence | inhibition, % at 3 µM | actives 0.73% (n = 360,000);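 active = inhibition above its plate's cutoff, the mean inhibition of sample wells plus 3 SD, cut at about 27% in these data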;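 also: 0% = acetylcholine EC80 with DMSO and 100% = DMSO without agonist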
Target sequence (P08173 whole entry, looked up): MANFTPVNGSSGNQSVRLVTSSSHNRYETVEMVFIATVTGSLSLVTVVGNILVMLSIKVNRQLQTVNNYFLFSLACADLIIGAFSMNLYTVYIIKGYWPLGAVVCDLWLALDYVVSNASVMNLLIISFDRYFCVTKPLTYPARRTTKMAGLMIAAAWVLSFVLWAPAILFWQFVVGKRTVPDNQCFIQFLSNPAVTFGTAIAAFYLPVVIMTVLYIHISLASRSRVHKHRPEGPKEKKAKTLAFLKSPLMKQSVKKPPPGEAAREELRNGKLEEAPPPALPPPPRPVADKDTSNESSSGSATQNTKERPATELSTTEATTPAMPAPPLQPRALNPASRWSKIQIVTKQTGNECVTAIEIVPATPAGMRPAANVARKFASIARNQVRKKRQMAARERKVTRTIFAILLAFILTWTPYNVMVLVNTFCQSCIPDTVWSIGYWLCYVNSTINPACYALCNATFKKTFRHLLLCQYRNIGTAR
CHO-K1 Ca antag = nonselective inhibitor or artifact in parental CHO-K1 cells; ATP-induced calcium, Fluo-8 fluorescence; inhibition, % at 3 µM; actives 0.6% (n = 360,000);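 active = inhibition above a per-plate cutoff, the plate's mean sample inhibition plus 3 SD, cut at about 24% in these data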;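 also: 0% = DMSO plus EC80 ATP and 100% = DMSO alone without ATP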
CHRM1 antagonist = antagonists of human M1 muscarinic receptor. P11229. CHO-K1 hM1, Fluo-8 calcium fluorescence, ACh EC80 antagonist. inhibition, % at 3 µM. actives 1.3% (n = 360,000). AID 588852;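 active = percent inhibition above its own plate's cutoff, namely the mean of that plate's compound wells plus 3 SD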;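 also: peak over basal fluorescence ratio during 140 s after agonist addition; 0% = ACh EC80 plus DMSO and 100% = DMSO alone without agonist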
CHRM4 agonist = CHRM4 agonism in calcium assay; activation, % at 3 µM; P08173; AID 624127; actives 0.14% (n = 360,000); CHO-K1 hM4/Gqi5, Fluo-8 calcium fluorescence; vehicle 0%, full acetylcholine response 100%;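 active = activation above the run mean over all test wells plus 3 SD, cut at about 32% in these data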;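 also: peak over basal fluorescence ratio per well then scaled between controls; 0% = DMSO wells and 100% = acetylcholine at EC100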
OXTR potentiator = potentiates the human oxytocin receptor response | P30559 | activation, % at 3 µM | CHO-OTR cells, Fluo-8 calcium fluorescence, potentiator mode; 0% = oxytocin EC15, 100% = EC100 | actives 0.061% (n = 320,000);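 active = activation above that plate's cutoff, the mean activation of tested compounds plus 3 SD, cut at about 6.6% in these data, passing the limit was not always enough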;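 also: 100% uses oxytocin at 75 nM as the full agonist control; some results filed as inactive read as strong as hits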
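Replication – single well per compound, singlicate · Assay system – CHO cell line stably expressing human OTR · Timing – 6 min pre-incubation, 100 s read · Measure – normalized max/min fluorescence ratio, % activation · Doses – 3.0 µM, one dose · Detection – Fluo-8 calcium dye fluorescence · Probe or stimulus – oxytocin near EC15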
CHRM1 agonist = activates human CHRM1 receptor. P11229. CHO-K1 hM1, Fluo-8 calcium fluorescence, agonist mode; 0% DMSO, 100% acetylcholine EC100. activation, % at 3 µM. actives 0.33% (n = 360,000). AID 588814;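 active = activation above the run's mean compound activation plus 3 SD, cut at about 16% in these data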;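 also: peak over basal fluorescence ratio within a 140 s kinetic read after compound addition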
* hit, by the source's call; . = no result given; & = joins results of further samples.

Every second line gives: CHO parental Ca	CHRM1 PAM	CHO-K1 Ca ag	M4 antag	CHO-K1 Ca antag	CHRM1 antagonist	CHRM4 agonist	OXTR potentiator	CHRM1 agonist
Nn1c(SCC(=O)NCc2ccc3c(c2)OCO3)nnc1C(F)(F)F
 : -7	10	1.2	-2	-32	-10	0	-4	-4
O=C(Nc1nnc(SCc2ccc(Cl)cc2)s1)C1CCCO1 (stereo unspecified)
 : -17	-2	0.0	1	31*	3	1	-27	-2
COc1ccc(C2SCC(=O)N2CCCN(C)C)cc1 (stereo unspecified)
 : -13	9	0.1	5	-1	-5	2	-7	-5
CC1(C(=O)NS(=O)(=O)c2cccs2)CCN1C(=O)CC1CCCCC1 (stereo unspecified)
 : .	3	-0.1	-4	-6	-6	0	.	-3
CN(Cc1ccccc1)c1nc2c(c(=O)[nH]c(=O)n2C)n1CCOc1ccccc1
 : -29	8	2.4	14	-5	-5	2	-6	-2
Cc1nnc(NC(=O)CCC(=O)NC2CCCCCCC2)s1
 : -10	9	0.2	-2	-14	-10	1	-3	-4
COC(=O)c1sccc1NC(=S)Nc1ccc(F)cc1F
 : -15	6	0.4	-12	-11	-3	2	-8	-9
Cc1ccc(CN(CC(=O)NCc2ccccn2)S(=O)(=O)c2ccccc2)cc1
 : -21	7	1.5	-19	-1	-3	6	-6	1
CSCCC(NC(=O)c1ccc(Cl)cc1)C(=O)OCC(=O)Nc1cc(Cl)ccc1C (stereo unspecified)
 : -8	2	0.0	-14	-6	-9	2	0	-8
C=CCn1c(SCC(=O)Nc2ccc(C(=O)O)cc2)nc2scc(-c3ccccc3)c2c1=O
 : -6	18	-0.6	-3	-12	-17	0	1	3
CCC(C)Sc1cc(-c2nc3cc(C)ccn3c2NC2CCCCC2)ccc1OC (stereo unspecified)
 : -2	-16	-0.6&3.5	10&13	-5&-4	28	7&6	-8	-8
C/C(=N\NC(=O)c1cccc(S(=O)(=O)N2CCOCC2)c1)c1ccc(OCC(=O)N(C)C)cc1
 : -26	5	0.6	0	-15	-2	2	-7	-1
Cc1nnc2c(NCCc3ccccc3)nc3ccccc3n12
 : -21	11	2.0	6	-6	-11	8	-22	1
O=C1Nc2ccc(F)cc2C12SCCS2
 : -5	2	1.1	-3	8	-1	3	-6	-3
CC(=Cc1ccccc1)C=C1SC(=S)N(CCCC(=O)Nc2ccc(C(=O)O)c(O)c2)C1=O
 : .	-1	0.0	-22	2	2	-1	.	-1

Complete entries as entered above. Screens in order: CHO parental Ca | CHRM1 PAM | CHO-K1 Ca ag | M4 antag | CHO-K1 Ca antag | CHRM1 antagonist | CHRM4 agonist | OXTR potentiator | CHRM1 agonist
Cc1nnc2c(NCCc3ccccc3)nc3ccccc3n12 as listed: -21 | 11 | 2.0 | 6 | -6 | -11 | 8 | -22 | 1
Nn1c(SCC(=O)NCc2ccc3c(c2)OCO3)nnc1C(F)(F)F as listed: -7 | 10 | 1.2 | -2 | -32 | -10 | 0 | -4 | -4

New compounds follow
Every second line gives: CHO parental Ca	CHRM1 PAM	CHO-K1 Ca ag	M4 antag	CHO-K1 Ca antag	CHRM1 antagonist	CHRM4 agonist	OXTR potentiator	CHRM1 agonist
COCC1CCN(C(=O)c2cc(COc3cc(C)c(Cl)c(C)c3)on2)C1 (stereo unspecified)
 : -8	-12	1.4	5	-7	26	2	-9	-3
Fc1ccc(-c2csc(Nc3ccccn3)n2)c(F)c1
 : 4	6	1.9	0	-10	-24	-1	-3	-6
COc1ccc(C=NN=C2c3ccccc3-c3ccccc32)cc1O
 : .	5	1.2	-3	-14	-13	1	.	-1
CC12CCC(C(=O)Nc3ccccc3Cl)(C(Br)C1=O)C2(C)C (stereo unspecified)
 : -18	8	1.4	-10	-3	-2	0	0	-1
CCOC(=O)c1ccccc1NC(=O)/C(C)=C/C(=O)O
 : -8	3	0.2	-8	-6	-2	0	-11	-2
CCC(=O)NC(=S)Nc1cccc(Cl)c1N1CCCC1
 : 12	-11	0.6	-11	-2	22	0	-14	-4
O=C(CN1CC(=O)Oc2ccccc21)OCC(=O)c1ccccc1
 : -6	9	1.3	-1	-18	-11	2	-2	-2
O=C(O)CCCCCN1C(=O)CCC1=O
 : 1	8	0.7	-2	1	3	1	-3	-4
CC(C)C(=O)N1CCc2cc(-c3csc(N)n3)ccc21
 : -15	4	0.6	2	-15	-12	1	-4	-8
Cc1cccc(-n2cc(CN3CCN(Cc4nccn4C)CC3)c(-c3cccc(F)c3)n2)c1
 : -15	3	0.7	0	0	3	4	-9	-8
Cc1nn(CC(=O)NCc2ccccc2)c(=O)c2cccn12
 : -2	9	0.5	-1	-8	-14	0	-3	-3
CC(NCC(=O)Nc1ccccc1C(=O)NC1CC1)c1ccc(S(C)(=O)=O)cc1 (stereo unspecified)
 : -3	4	0.3	-10	1	4	1	-7	-1
O=C(CBr)c1ccc([N+](=O)[O-])c(CS(=O)(=O)c2ccc(Cl)cc2)c1
 : 1	9	7.3	1	-12	-7	4	-7	3
CCCN(CC(=O)Nc1ccccc1OC)C(=O)c1cc(-c2cccs2)nn1-c1ccccc1
 : -17	-9	1.6	5	8	11	12	-7	-5
Cc1nnc(-c2cnn(-c3ccccc3)c2N)n1Cc1ccc(F)cc1
 : -11	8	0.6	3	5	-7	0	-17	-4
CCOC(=O)N1CCN(Cc2nc3cc([N+](=O)[O-])ccc3n2C)CC1
 : -7	0	0.1	-3	-11	-6	0	-2	-10
CCOC(=O)c1cn[nH]c1NC(=S)Nc1ccc(Cl)cc1
 : -8	-7	4.8	2	4	9	8	-13	-1
CCOP(=O)(Cc1ccc(C(C)(C)CC(C)=O)o1)OCC
 : -12	4	0.2	-9	-17	-12	0	-7	-3
CCCC(=O)c1ccc(N2CCCC2)c(F)c1
 : -17	-6	0.5	-3	-16	-2	1	-12	-7
O=C(CN1CCN(S(=O)(=O)c2ccc(F)cc2)CC1)c1ccc(O)c(O)c1
 : 9	8	0.5	0	0	-12	1	-20	-4
CCCCC(=O)Nc1nnc(C)s1
 : 8	-8	0.1	1	-3	24	1	-18	1
Cc1ccccc1Cc1ccc(Cl)nn1
 : -18	7	1.3	5	-13	-3	1	-8	-9
CCOP(=O)(OCC)/C(C#N)=C(\O)c1ccc(OC)cc1
 : 14	3	0.0	13	-8	-18	0	-2	-1
Cn1cc(-c2ccccc2C(N)=O)c(=O)c2ccccc21
 : -8	3	2.2	-3	-6	-8	7	-15	-2
COc1cccc(NC(=O)COC(=O)C2C3CC4OC(=O)C2C4C3)c1 (stereo unspecified)
 : -2	9	3.8	-5	-10	-9	1	7	-2
CCOC(=O)c1c(Nc2ccccc2N)cc(C)nc1C
 : -8	-15	0.1	20	12	27	1	-4	-8
CC(=O)Nc1ccc(OS(=O)(=O)c2ccc(Cl)cc2)cc1
 : 1	6	4.1	-1	-17	-9	4	-11	-5
CCC(=O)N1c2ccccc2C(N(C(=O)CC)c2ccccc2)CC1C (stereo unspecified)
 : 2	12	0.5	-13	-3	-17	0	-8	-3
CCNC(=O)c1ccc(C2SCC(=O)N2CCc2ccccc2)cc1 (stereo unspecified)
 : 1	14	1.8	4	-10	-10	2	0	-7
O=S1(=O)CC(N2CCCCC2)CN1Cc1cn(Cc2cccc(C(F)(F)F)c2)nn1 (stereo unspecified)
 : .	.	0.3	4	1	.	1	.	.
Cc1nnc(NC(=O)CSc2ccccn2)s1
 : -2	4	0.3	-4	8	-2	-1	-1	-3
COc1ccccc1C(c1nnnn1CCc1ccccc1)N1CCN(c2ccccc2)CC1 (stereo unspecified)
 : -6	4	0.2	0	-14	-6	1	-2	-2
O=C(Nc1sc2c(c1-c1nc3ccccc3[nH]1)CCCC2)C1CCCC1
 : -15	2	1.1	5	-4	-23	0	-6	-3
Cn1c(CN2CCOCC2)nc2cc(NC(=O)c3ccc(F)cc3)ccc21
 : -1	-5	0.9	3	10	2	1	-2	-5
CC(C)c1ccc(/C=c2\sc3n(c2=O)C(N)=C(C#N)C(c2ccc(C(C)C)cc2)C=3C(N)=O)cc1 (stereo unspecified)
 : .	19	-0.3	-1	-12	-25	0	.	0
CCN(c1ccccc1)S(=O)(=O)c1ccc(C(=O)Nc2cccc(C)n2)cc1
 : -12	0	5.6	0	-15	-11	10	-5	-4
N#Cc1c(F)cccc1N1CCC(C#N)CC1
 : -5	9	0.3	12	-8	-7	0	-7	-3
CO/N=C(\C)C(Cc1ccc(Cl)nc1)Cc1ccc(Cl)nc1
 : -13	7	0.2	9	-9	-7	0	-7	-3
O=C(O)c1cccc2c1C(=O)c1ccccc1C2=O
 : -5	2	0.7	-7	-16	-6	1	2	-4
CCNC(=S)NS(=O)(=O)c1ccc(C)cc1
 : 3	-2	-0.1	12	-1	2	1	-4	-5
CSc1cccc(NC(=O)CSc2nnc(C)s2)c1
 : -3	16	0.5	15	3	-11	1	-2	-3
CC(C)N(CCCNC(=O)c1ccc(CS(=O)(=O)c2c(Cl)cccc2Cl)o1)Cc1ccccc1
 : -23	-23	0.0	12	-12	13	0	0	-14
Cc1cc(C)cc(N(CC(=O)NC(C)(C)C)C(=O)CCC(=O)Nc2ccccn2)c1
 : -18	2	0.6	6	6	9	1	-5	2
Cc1ccccc1OCC(=O)Nc1nnc(-c2ccco2)s1
 : -8	1	1.4	-4	-12	-7	1	-4	-4
Cc1cccc(NS(=O)(=O)c2ccc(S(=O)(=O)N3CCCC3)cc2)c1
 : .	-10	7.1	-13	-8	-2	10	.	-4
CCCCC(=O)NC(c1ccc(N(CC)CC)cc1)c1ccc2cccnc2c1O (stereo unspecified)
 : -21	10	1.3	-7	-11	-24	0	0	-4
COc1ccc(C)cc1NC(=O)C1CCCN(S(=O)(=O)c2cccc3nonc23)C1 (stereo unspecified)
 : -12	8	0.5	11	-7	-14	0	-2	-2
CCOC(=O)c1cnc2c(c(C)nn2C)c1Oc1ccc(OC)cc1
 : -20	1	0.1	-1	-4	0	0	1	-6
CC(=O)Nc1ccc(S(=O)(=O)NN=Cc2ccc(Cl)c(Cl)c2)cc1
 : .	5	0.7	-2	-10	-8	1	.	-1
CCC(=O)N1CCN=C1SCc1cc(C)ccc1C
 : 8	10	0.2	7	0	-15	0	-9	-1
Cn1c(SCC(=O)Nc2ccc(N3CCOCC3)cc2)nnc1-c1ccccc1
 : -11	5	0.3	3	0	-2	0	-4	-6
COc1cc(C)c(S(=O)(=O)N2CCOCC2)cc1C
 : -1	7	0.3	-5	-19	-23	1	-11	-1
O=C(NC1CCCCC1)C(=S)N1CCCC1
 : -8	12	0.3	2	-9	-19	0	-3	-4
Cc1ccc(NC(=O)c2oc3ccc(S(=O)(=O)N4CCC5(CC4)OCCO5)cc3c2C)cc1C
 : 14	2	1.2	-12	4	-5	5	1	0
O=S(=O)(NCCNc1ncc(C(F)(F)F)cc1Cl)C(F)(F)F
 : 16	-13	11	0	13	16	12	-10	0
O=C(NCc1ccccn1)C(C(=O)c1cccc([N+](=O)[O-])c1)n1cc(Cl)ccc1=O (stereo unspecified)
 : 2	10	2.0	3	-14	-12	1	2	-2

From PubChem
